# S1P4 antag: blocks the human S1P4 receptor. O95977. S1P4-expressing cells, antagonist mode, reporter read-out. inhibition, % at 4.98 µM. hit rate 0.26% among 220,000. AID 1510; in the data active means inhibition above about 29%;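 further: 0% = wells stimulated with agonist and 100% = vehicle wells without agonist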
# eIF4E 4G PPI: inhibitors of eIF4E and eIF4G interaction in translation initiation. hit rate 0.37% among 220,000. inhibition, % at 21.7 µM. TR-FRET eIF4E-eIF4GI(517-606) binding, 2 h. AID 782;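 active means inhibition above about 30%, limit read from the data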;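 further: 0% = full FRET control wells and 100% = background wells lacking eIF4GI fragment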
# Wee1 degr inh: human Wee1 degradation inhibition, primary screen | P30291 | HeLa Luc-Wee1K328M stability, luciferase luminescence; 100% = proteasome inhibitor MG132 effect | reporter increase, % at 5 µM | hit rate 1.2% among 220,000;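 active means activation above the mean of all tested compounds plus 3 SD, set per screening run, cut at about 8.8% in these data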;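 further: cells exposed to compound for 20 h before luminescence read; 0% = DMSO alone and 100% = MG132 at 30 µM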
# PERK inhibitor: blocks human PERK kinase. CHO PERK-DD fusion, SEAP luminescence translation reporter. Q9NZJ5. hit rate 0.17% among 220,000. AID 1416. inhibition, % at 5.6 µM;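 active means inhibition above the mean inhibition of all tested compounds plus 3 SD, set separately per screening campaign, cut at about 2.9% in these data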;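 further: PERK kinase domain activated by AP20187 dimerizer at 100 nM; 0% = DMSO with dimerizer and 100% = rapamycin at 8.4 µM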
# BaF3 parental: parental Ba/F3 viability inhibition as JAK2V617F counter-screen. hit rate 1.1% among 220,000. CellTiter-Glo ATP luminescence. inhibition, % at 5.6 µM;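 active means inhibition above a per-campaign cutoff, the mean inhibition of all tested compounds plus 3 SD, cut at about 27% in these data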;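 further: 0% = DMSO wells and 100% = JAK Inhibitor I control wells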
# Mdm2 ligase inh: Mdm2 E3 ligase (human) inhibition; signal enhancement, % at 5 µM; cell-based MDM2 ubiquitination luciferase reporter, 2 h; 0 = plate control, 100 = twice control, blank-subtracted; hit rate 0.11% among 210,000; Q00987; AID 1230;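 active means signal enhancement of 30% or more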;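 further: luminescence tracks abundance of the self-degrading MDM2-luciferase fusion protein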
#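 test system = mammalian cells stably expressing self-ubiquitinating, self-degrading MDM2 E3–luciferase fusion | quantity = 2000 cells/well | incubation = cell settling 4 h, compound treatment 2 h, both 37 °C | signal = luminescence with SteadyLite reagent, 15 min at room temperature | evaluation = % enhancement relative to plate controls after blank subtraction | benchmarks = plate controls and plate blanks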
# S1P4 agonist: agonists of human S1P4 receptor | O95977 | S1P4-expressing cell line, agonist reporter assay | activation, % at 4.98 µM | hit rate 0.35% among 220,000; in the data active means activation above about 11%;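 further: 0% = DMSO vehicle and 100% = reference agonist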
# Ba/F3 V617F tox: reduce viability of Ba/F3 cells dependent on JAK2V617F; Ba/F3 EpoR-JAK2V617F viability, ATP luminescence; inhibition, % at 5.6 µM; hit rate 1.1% among 220,000;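 active means inhibition above the campaign mean plus 3 SD over all tested compounds, cut at about 24% in these data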;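 further: cytokine-independent growth of Ba/F3 cells driven by EpoR plus mutant JAK2; 0% = DMSO-treated cells and 100% = JAK inhibitor I control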
# NPY2 pot ag: human NPY-Y2 potentiation or agonism, primary screen; AID 1359; activation, % at 3.6 µM; cells expressing NPY-Y2, potentiator/agonist read-out; hit rate 0.45% among 220,000; P49146; in the data active means activation above about 27%;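 further: cells stimulated with NPY near EC25 plus isoproterenol at EC100; 0% = vehicle plus submaximal agonist and 100% = vehicle plus saturating agonist; some results beyond the cut were filed as inactive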
# * hit, by the source's call; · = no result given; [ ] = remark or other dose.
# Sequence of screens: S1P4 antag	eIF4E 4G PPI	Wee1 degr inh	PERK inhibitor	BaF3 parental	Mdm2 ligase inh	S1P4 agonist	Ba/F3 V617F tox	NPY2 pot ag
CCc1ccc2[nH]c(C(=O)Nc3ccc4c(c3)OCO4)cc2c1
    0	-2	-1	-0.4	9	-4	1.8	1	-7
Cc1ccc2cc(C#N)c(N3CCCC3)nc2c1C
    -15	·	0	0.8	3	-21	-0.3	2	3
Cc1ccc2nc3c(cc(C(=O)NCc4ccco4)c(=N)n3Cc3ccco3)c(=O)n2c1
    1	0	-2	0.3	2	-16	2.5	1	9
Cc1ccc(CC2SC(=O)NC2=O)cc1Cl (centres undefined)
    -16	2	2	-0.3	2	-13	0.1	0	2
Cc1cccc(N/C=C/c2onc(C)c2[N+](=O)[O-])c1
    3	0	5	2.2	5	7	1.9	-1	10
CC(Sc1ccccn1)C(=O)Nc1ccc(S(N)(=O)=O)cc1 (centres undefined)
    -2	4[fluorescence artefact?]	-1	1.4	2	-6	-2.9	-2	3
Cc1cccc(N=CC=C2OC(C)(C)C(C)(C)O2)c1
    -10	2	4	-0.1	5	-16	0.0	-1	3
CC(C)(C)C(=O)NNC(=O)c1cc2sccc2s1
    -2	5	-1	1.5	1	-18	-1.1	-7	17
Cc1nccn1CC(O)COC1CCCCC1 (centres undefined)
    -17	-7[fluorescence artefact?]	2	1.2	-2	-10	0.7	-2	-13
C(=N\N1CCN(c2ccccn2)CC1)/C1=C(N2CCOCC2)C(=C/c2ccccc2)/CC1
    2	-1	4	0.8	5	1	1.8	1	-3
COc1ccc(C(C)=O)cc1COC(=O)CNC(=O)c1ccc(F)cc1
    -5	17	5	-0.1	5	3	1.5	-1	-9
CCC(=O)n1nc(-c2ccccc2)nc1NCc1ccccc1
    -30	-10[fluorescence artefact?]	-1	-0.2	3	-14	0.1	4	-17
O=C(CN1C(=O)NC(c2ccccc2)(c2ccccc2)C1=O)c1c[nH]c2ccccc12
    -31	1	3	0.7	8	9	1.9	-1	28
COc1ccc(NC(=O)Cc2c(C(=O)O)n(C)c3ccccc23)cc1OC
    -12	1	-4	0.5	8	-8	-0.6	3	-13
CNC(=O)c1ccccc1NC(=O)C1CC(=O)N(c2ccc(OC)cc2)C1 (centres undefined)
    -2	-3	-2	0.1	9	-11	-0.8	0	-5
O=C(Nc1ccc(Cc2ccncc2)cc1)C1CCC(N2C(=O)C3C4C=CC(C5CC45)C3C2=O)CC1 (centres undefined)
    -13	-3	-1	-2.2	5	-25	3.0	0	10
CCC(CC)c1nnc(NC(=O)/C=C/c2ccco2)s1
    -8	3	0	0.7	7	13	1.2	-1	-5
Cc1cc(C)n(CCNC(=O)CC2C(=O)NCCN2Cc2ccccc2C(F)(F)F)n1 (centres undefined)
    -6	-5	-2	0.9	-3	4	-0.8	-3	0
CCCCn1c(CN2CCN(C(=O)OCC)CC2)nc2c1c(=O)n(C)c(=O)n2C
    -17	4	-2	0.0	7	-18	1.1	0	0
CCN1CCN(C(=S)Nc2ccccc2Cl)CC1
    7	-10	2	0.3	4	-14	-1.9	-3	9
O=C(Nc1ccccc1F)c1ccco1
    -5	7	0	0.8	1	-7	1.6	-4	10
Oc1ccc(Cl)cc1CNc1ccc(Br)cn1
    -2	5	1	1.1	13	25	0.4	27*	7
CCCNC(=S)N1CCC(NC(=O)C23CC4CC(CC(C4)C2)C3)CC1
    -22	5[fluorescence artefact?]	-1	0.4	2	-5	-0.9	0	-9
O=C(COc1ccc(-c2ccccc2)cc1)N1CCN(C(=O)c2cccs2)CC1
    7	-1	2	0.3	1	-35	-0.1	-2	-2
CCc1cc(C(c2ccccc2OC)N2CCOCC2)c(NC(=O)c2ccccc2)s1 (centres undefined)
    3	2	-2	-0.2	10	-5	1.0	3	-4
O=C(c1ccco1)N1N=C(c2cccs2)CC1c1ccc(F)cc1 (centres undefined)
    -19	6	-1	-0.8	8	-20	2.4	3	-15
CN1CCCN(c2ccc([N+](=O)[O-])cc2)CC1
    -1	3	-3	0.7	-2	-13	-1.3	0	2
O=C1C(=Cc2ccco2)C(=O)c2ccccc21
    -16	4	-2	-0.5	1	-3	-0.1	3	1
CCC(C)NC(=O)CNS(=O)(=O)c1ccc(C)cc1 (centres undefined)
    -27	-1	-2	-0.5	4	3	-0.3	1	-13
COc1cc(/C=C/C(=O)OCC(=O)NCCc2ccccc2)cc(OC)c1OC
    -23	3	1	-1.0	5	-24	-0.8	2	-14

# Profiles from above. Order of values: S1P4 antag, eIF4E 4G PPI, Wee1 degr inh, PERK inhibitor, BaF3 parental, Mdm2 ligase inh, S1P4 agonist, Ba/F3 V617F tox, NPY2 pot ag
# CCCNC(=S)N1CCC(NC(=O)C23CC4CC(CC(C4)C2)C3)CC1 in the list: -22, 5[fluorescence artefact?], -1, 0.4, 2, -5, -0.9, 0, -9
# Cc1ccc(CC2SC(=O)NC2=O)cc1Cl (centres undefined) in the list: -16, 2, 2, -0.3, 2, -13, 0.1, 0, 2
# COc1cc(/C=C/C(=O)OCC(=O)NCCc2ccccc2)cc(OC)c1OC in the list: -23, 3, 1, -1.0, 5, -24, -0.8, 2, -14
# CCCCn1c(CN2CCN(C(=O)OCC)CC2)nc2c1c(=O)n(C)c(=O)n2C in the list: -17, 4, -2, 0.0, 7, -18, 1.1, 0, 0

# Sorted by the number under Wee1 degr inh (rising): 4 of the compounds above.
SMILES	Wee1 degr inh
COc1ccc(NC(=O)Cc2c(C(=O)O)n(C)c3ccccc23)cc1OC	-4
CN1CCCN(c2ccc([N+](=O)[O-])cc2)CC1	-3
O=C1C(=Cc2ccco2)C(=O)c2ccccc21	-2
CCC(=O)n1nc(-c2ccccc2)nc1NCc1ccccc1	-1

# Additional records.
# Sequence of screens: S1P4 antag	eIF4E 4G PPI	Wee1 degr inh	PERK inhibitor	BaF3 parental	Mdm2 ligase inh	S1P4 agonist	Ba/F3 V617F tox	NPY2 pot ag
O=C(NC1CC2CCCC(C1)N2C(=O)NCc1ccccc1)C1CC1 (centres undefined)
    1	-9[fluorescence artefact?]	0	0.7	6	-4	-0.3	-2	7
Cc1cc2c(c(=O)n1CCN(C)C)C(c1ccccc1Br)C(C#N)=C(N)O2 (centres undefined)
    6	1	2	0.7	2	-12	-0.9	0	13
CCOC(=O)c1c(NC(=O)Cn2cnc([N+](=O)[O-])n2)sc(C)c1C
    -14	4	8	0.7	-2	3	0.7	-4	-6
CC(=Nc1cc(C(=O)c2ccccc2)ccc1N)C1=C(O)CC(C)(C)CC1=O
    -10	1	-3	-0.5	4	-7	-0.1	0	-10
CCn1cc(CNc2nc3nonc3nc2N2CCCCC2)cn1
    -7	2	1	0.0	4	-12	0.1	-3	-17
COc1ccc(/C=C/C(=O)c2ccc(Cl)s2)cc1O
    7	5[fluorescence artefact?]	-1	0.3	2	-12	-0.1	-3	7
Cc1ccc(NC(=O)CCCCCNS(=O)(=O)c2ccc(C)cc2)cc1
    -21	-3[fluorescence artefact?]	0	-0.8	2	2	0.5	-5	13
Cc1nc2ccccc2c2oc(C(=O)N3CCC(N4CCCCC4)CC3)cc12
    -6	4	-2	-0.1	3	-18	-0.7	-1	-1
O=C1CCSc2ccc(Cl)cc2N1Cc1ccccc1
    -13	1	1	-0.5	1	-4	0.6	2	7
Cc1cc(C)n(-c2nnc(N3CCN(c4ccc(F)cc4)CC3)nn2)n1
    1	-3	3	0.3	6	-8	-0.3	2	12
O=C(OCc1cccc(F)c1)c1ccc2c(=O)n3c(nc2c1)CCC3
    -7	8	-1	-0.2	1	5	1.0	1	-5
O=C(CSc1ncccn1)Nc1ccc(N2CCOCC2)cc1
    -10	-4	1	0.3	3	4	-2.5	-1	5
Cc1ccccc1C(=O)Oc1cccc(Nc2ncnc3ccccc23)c1
    -12	·	-2	-1.6	6	·	2.1	4	12
CCOc1ccc(/C=C(\C#N)C(=O)NCC2CCCO2)cc1OCC (centres undefined)
    -7	-1	3	0.3	6	3	-0.8	0	5
CCOC(=O)C1(Cc2cccc(F)c2)CCN(C(=O)Cc2cccnc2)CC1
    -6	-1	2	1.4	4	-18	2.4	2	4
CCOCC(=O)Nc1cc(C(=O)Nc2cccc(C)c2C)ccc1Cl
    7	·	-2	0.6	4	-12	0.6	0	7
CC1CCCN1CC#CC(O)(c1ccccc1)c1ccccc1 (centres undefined)
    2	-2	7	0.9	1	7	-0.3	-4	-10
Cc1ccc(/C(O)=C/c2nc3ccccc3oc2=O)cc1
    2	5	-1	0.3	-2	15	2.0	-2	-13

# Among those listed so far, these contain a nitro group on carbon.
# Sequence of screens: S1P4 antag	eIF4E 4G PPI	Wee1 degr inh	PERK inhibitor	BaF3 parental	Mdm2 ligase inh	S1P4 agonist	Ba/F3 V617F tox	NPY2 pot ag
Cc1cccc(N/C=C/c2onc(C)c2[N+](=O)[O-])c1
    3	0	5	2.2	5	7	1.9	-1	10
CN1CCCN(c2ccc([N+](=O)[O-])cc2)CC1
    -1	3	-3	0.7	-2	-13	-1.3	0	2
CCOC(=O)c1c(NC(=O)Cn2cnc([N+](=O)[O-])n2)sc(C)c1C
    -14	4	8	0.7	-2	3	0.7	-4	-6

# Bioassay records from PubChem.

# Not a hit list. About 4.1% of those tested had a hit in this group.
